Wnt act = Wnt/beta-catenin pathway activators, primary screen, cell-based, plate reader, single point; Wnt/beta-catenin reporter cell assay, activator; activation, % at 9.35 µM; hit rate 1.2% among 300,000; AID 743398, 2014; in the data active = activation above about 30%, passing the limit was not always enough;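 also: 0% = neutral control wells and 100% = positive control wells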
Tat transport = E. coli Tat export inhibitors, primary screen, MC4100, TorA-mCherry reporter, fluorescence, single point; hit rate 0.036% among 340,000; inhibition, % at 10 µM; AID 488895, 2010;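 active = mean replicate inhibition at least 50% and at least half of replicates individually reaching 50%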;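 also: exported cargo escapes ClpAP degradation while cytoplasmic cargo is degraded and loses fluorescence; 0% = median of neutral control wells and 100% = median of NaSCN control wells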
PfHsp90 set2 = growth inhibition of PfHsp90-expressing yeast, primary screen, antimalarial PfHsp90 inhibitor project, S. cerevisiae, BacTiter-Glo luminescence, single point, set 2; hit rate 0.32% among 310,000; BacTiter-Glo ATP, 48 h; yeast lacking PDR1 and PDR3 efflux regulators; inhibition, % at 9.4 µM;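 active = every replicate shows inhibition above about 80%, whatever the replicate mean, limit read from the data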;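 also: 0% = DMSO neutral controls and 100% = 20 µM radicicol positive controls; yeast relying on Plasmodium falciparum Hsp90 in place of its own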
PvdQ acylase = P. aeruginosa PvdQ acylase inhibitors, primary screen, biochemical, fluorescence, plate reader and imaging, single point; hit rate 0.063% among 340,000; purified PvdQ acylase; AID 488965, 2010; PvdQ acylase [Pseudomonas aeruginosa LESB58]; inhibition, % at 10 µM; in the data active = inhibition above about 30%, passing the limit was not always enough;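 also: 0% = vehicle neutral wells and 100% = reference inhibitor wells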
CAL PDZ inh = CAL PDZ peptide-binding inhibitors, primary screen, biochemical, fluorescence polarization, Cer-tagged CAL PDZ, HTS | inhibition, % at 20 µM | Golgi-associated PDZ and coiled-coil motif-containing protein (Homo sapiens), Q9HD26 | AID 504414, 2011 | purified CAL PDZ, TMR-peptide fluorescence polarization, 1 h | hit rate 0.02% among 330,000;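 active = highest replicate inhibition of at least 40%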;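 also: plate controls were DMSO neutral control wells for no effect and unlabeled competitor peptide control wells for full effect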
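Material: tagged CAL PDZ domain; buffer or medium: 25 mM sodium phosphate pH 7.4, 150 mM NaCl, TCEP, IgG, Thesit; compound dosing: single point, 20 µM; schedule: 1 h incubation at room temperature before polarization reading; measured by: FP readout, S and P plane fluorescence; read-out basis: percent inhibition from loss of millipolarization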
Rtt109 HAT inh = inhibitors of C. albicans Rtt109/Vps75 HAT, primary screen, biochemical, ThioGlo CoA-SH fluorescence, plate reader; purified Rtt109/Vps75, 4 h; inhibition, % at 34.9 µM; hit rate 0.16% among 330,000; AID 540336, 2011;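 active = inhibition of at least 50% in every replicate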
Target sequence (Q5AAJ8 whole entry, looked up): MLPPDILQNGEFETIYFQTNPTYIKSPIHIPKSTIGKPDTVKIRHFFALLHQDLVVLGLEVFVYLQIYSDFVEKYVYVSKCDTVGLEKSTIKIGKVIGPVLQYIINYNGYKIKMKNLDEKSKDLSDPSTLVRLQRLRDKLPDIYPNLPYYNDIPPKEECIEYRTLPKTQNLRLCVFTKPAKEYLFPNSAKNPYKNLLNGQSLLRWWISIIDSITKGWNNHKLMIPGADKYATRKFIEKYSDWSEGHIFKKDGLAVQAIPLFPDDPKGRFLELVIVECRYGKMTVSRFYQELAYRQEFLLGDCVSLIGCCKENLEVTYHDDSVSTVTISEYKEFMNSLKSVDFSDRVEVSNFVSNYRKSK
DAGLB inh = DAGLB lipase inhibitors, primary screen, biochemical, fluorescence, HTS; AID 504411, 2011; Diacylglycerol lipase-beta (Homo sapiens), Q8NCG7; HEK293T DAGLB membrane lysate, EnzChek fluorogenic substrate; hit rate 0.059% among 340,000; inhibition, % at 5.17 µM; in the data active = inhibition above about 34%;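 also: 0% = enzyme with vehicle and 100% = wells lacking enzyme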
Target sequence (Q8NCG7 whole entry, looked up): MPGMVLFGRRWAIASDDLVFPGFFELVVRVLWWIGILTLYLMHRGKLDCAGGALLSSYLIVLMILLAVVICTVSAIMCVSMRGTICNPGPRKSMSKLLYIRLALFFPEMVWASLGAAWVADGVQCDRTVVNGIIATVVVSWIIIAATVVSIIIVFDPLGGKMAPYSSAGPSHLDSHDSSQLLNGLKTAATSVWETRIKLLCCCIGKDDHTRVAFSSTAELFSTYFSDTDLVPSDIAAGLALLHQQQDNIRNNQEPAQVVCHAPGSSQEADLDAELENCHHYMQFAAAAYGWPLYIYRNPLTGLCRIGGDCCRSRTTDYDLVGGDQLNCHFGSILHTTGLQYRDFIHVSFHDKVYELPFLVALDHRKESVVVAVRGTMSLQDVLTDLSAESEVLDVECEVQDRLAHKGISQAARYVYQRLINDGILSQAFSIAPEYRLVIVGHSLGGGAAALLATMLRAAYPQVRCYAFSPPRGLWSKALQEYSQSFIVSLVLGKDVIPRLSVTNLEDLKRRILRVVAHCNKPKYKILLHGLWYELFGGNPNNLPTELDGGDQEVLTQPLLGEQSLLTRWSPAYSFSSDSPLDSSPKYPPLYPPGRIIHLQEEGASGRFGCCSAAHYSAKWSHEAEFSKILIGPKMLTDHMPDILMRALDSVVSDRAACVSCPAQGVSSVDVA
AddAB inh = growth inhibition of E. coli expressing H. pylori AddAB, primary screen, AddAB inhibitor project, absorbance; AID 435030, 2010; inhibition, % at 11.9 µM; hit rate 0.29% among 330,000; in the data active = inhibition above about 12%;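 also: 0% = vehicle wells of infected cells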
phage Ecoli inh = growth loss of phage-infected E. coli, primary screen, RecBCD inhibitor project, absorbance, with phage, HTS; AID 651602, 2012; hit rate 0.26% among 360,000; inhibition, % at 11.9 µM; in the data active = inhibition above about 11%
Ecoli viability = E. coli V3065 growth inhibition, primary screen, counter-screen for AddAB inhibitor project, absorbance, OD600; 18 h; inhibition, % at 11.9 µM; hit rate 0.27% among 330,000; AID 449728, 2010;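 active = inhibition above the campaign's mean inhibition across all tested compounds plus 3 SD, cut at about 9.9% in these data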;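 also: uninfected addAB+ strain grown without phage in ampicillin broth; 0% = DMSO wells and 100% = ciprofloxacin 0.95 µg/ml wells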
* = called active by the depositor; · = not tested or not shown. The list is partial, so the mix of outcomes need not match the whole.

SMILES	Wnt act	Tat transport	PfHsp90 set2	PvdQ acylase	CAL PDZ inh	Rtt109 HAT inh	DAGLB inh	AddAB inh	phage Ecoli inh	Ecoli viability
c1ccc2cc(C3N4CCCN34)ccc2c1 (stereo not given)	-1	6	29	-21	-0.6	·	0	-0.5	2.7	1.1
Cn1cc(C(=O)Cc2ccccc2)c2ccccc21	-2	4	8	-15	-1.2	-3	-1	0.2	3.4	-1.7
CCn1c(O)c(C=Nc2cc(Cl)ccc2Cl)c(=O)n(CC)c1=O	-2	4	14	0	-2.1	1	5	-2.7	3.7	-2.9
C[N+]1(C)[C@@H]2CC[C@H]1CC(OC(=O)[C@@H](CO)c1ccccc1)C2 (stereo not given in full)	4	-5	-10	14	-0.2	12	-1	-1.3	2.1	0.5
CSc1ccc(CNC(C)C(O)c2ccccc2)cc1 (stereo not given)	0	-1	·	-16	-0.1	-2	1	0.5	2.1	2.1
CC(C)(O)/C=C/C(=O)[C@](C)(O)C1[C@H](O)C[C@@]2(C)C3CC=C4C(C[C@H](O)[C@@H](O)C4(C)C)[C@]3(C)C(=O)C[C@]12C (stereo not given in full)	·	-1	-5	-16	0.9	-4	1	4.9	·	-1.0
O=C1CC(N2CCC(n3c(=O)[nH]c4ccccc43)CC2)C(=O)N1c1ccc(F)cc1 (stereo not given)	-1	5	9	-8	-0.6	-1	-2	2.5	1.4	1.2
CCc1sc(C(=O)N2CCC3(CC2)OCCO3)cc1Br	·	2	34	-9	0.7	-12	-9	0.9	0.2	0.5
CN1C(=O)N(C)C(=O)C2(Cc3c(ccc4ccccc34)N(C)C2)C1=O	-3	-6	7	8	-1.0	0	-2	1.7	2.6	-1.2
CC(/C=C(\C)Nc1ccccc1)=Nc1ccccc1	1	-6	10	10	-5.3	-2	0	4.1	1.6	1.9
O=C(CN1C(=O)CN=C(c2ccccc2)c2ccccc21)NCc1ccco1	0	-12	-22	15	0.3	16	3	0.0	3.0	0.4
COc1ccc(-c2nn(Cc3ccccc3)cc2C(=O)NC2CC2)cc1OC	2	5	-9	-11	-0.4	-5	0	0.1	1.6	2.6
CCOc1cc2c(cc1OCC)-n1cccc1C(c1ccccc1O)NC2 (stereo not given)	0	5	-1	2	-0.8	6	-12	0.2	3.1	-3.2
Cc1cc(/C=C2\C(=O)NC(=O)N(Cc3ccccc3)C2=O)c(C)n1-c1ccc(Cl)c(C(=O)O)c1	-2	6	5	-11	1.1	26	10	0.2	-0.4	-0.1
Cn1c(CN2CCN(C(=O)COc3ccccc3)CC2)nc2cc([N+](=O)[O-])ccc21	-3	11	·	-11	-2.3	-5	2	1.0	5.4	-2.3
C=CCn1c(O)c(C(C)=NCCCN2CCOCC2)c(=O)[nH]c1=O	0	-7	·	0	-0.4	4	-3	-0.9	2.7	-0.4
Cc1ccc2c(c1)CC1(CN2C)C(=O)NC(=O)N(c2ccc(C)c(C)c2)C1=O (stereo not given)	·	5	9	-1	-1.5	15	5	2.9	0.4	-1.7
CCOP(=O)(OCC)C(NC(=O)CC(C)C)C(Cl)(Cl)Cl (stereo not given)	0	-13	1	-2	-0.3	·	1	1.6	5.3	4.1
CCN(C=C1CC2C3CC=C4CC(O)CCC4(C)C3CCC2(C)C1=O)CC (stereo not given)	-2	-1	-54	2	-2.1	15	3	·	1.9	·
COc1cccc(CCNCc2c(F)cccc2F)c1	-1	-1	-25	-1	-0.2	10	-3	5.0	1.9	-0.6
O=C(O)CNC1c2ccccc2CSc2ccccc21 (stereo not given)	11	·	·	·	·	·	·	3.1	1.6	1.9
CCCCCn1c(=O)c(C(=O)NCc2ccccn2)c(O)c2ccccc21	·	0	4	-5	-0.7	-2	0	2.4	0.5	3.4
Cc1nc2cc([N+](=O)[O-])ccc2c(=O)n1-c1ccc(Br)cc1	-1	-7	2	-16	0.4	0	2	1.6	-1.6	-3.6
CCN(CC)C(=O)c1ccc(N(Cc2ccccc2)S(C)(=O)=O)cc1	-3	-11	-7	-5	-0.4	0	0	·	0.7	·
CC(=O)O[C@@]12CO[C@@H]1C[C@@H](O)[C@@]1(C)C(=O)[C@H](O)C3=C(C)[C@@H](OC(=O)[C@H](O)[C@@H](NC(=O)c4ccccc4)c4ccccc4)C[C@@](O)([C@@H](OC(=O)c4ccccc4)C12)C3(C)C (stereo not given in full)	-1	9	0	-11	-0.1	30	1	3.9	2.0	2.8
O=[N+]([O-])c1ccc(C2C3C(c4ccccc4)=NC4(CCCCC4)N32)cc1 (stereo not given)	·	-1	-9	-12	-3.0	-4	-15	1.4	1.9	1.1
C[C@]1(O)CCC2C3CC[C@H]4C[C@@H](OC(=O)CNC(=O)CN)CC[C@]4(C)C3CC[C@@]21C (stereo not given in full)	-4	8	-20	-17	-1.9	-6	2	-0.2	4.9	0.3
Cc1ccc(C(=O)N/C(=C\Cl)P(=O)(c2ccccc2)c2ccccc2)cc1	-1	-5	-7	-13	-2.3	-6	0	1.3	1.6	1.7
Clc1ccc(CSC(Cn2ccnc2)c2ccc(Cl)cc2Cl)cc1 (stereo not given)	-3	13	90*	-24	0.2	44	2	-0.6	3.8	-1.0
CCOc1cc(CNCCc2cccc(F)c2)ccc1OC	2	-2	-34	0	0.3	11	-5	1.3	3.9	3.3
CN(Cc1c[nH]c2ccccc12)C1CCCCC1	·	5	7	-16	-1.4	·	3	0.0	3.4	-2.2
CC(C)c1ccc(-n2c(O)c(/C=N/N3CCOCC3)c(=O)[nH]c2=S)cc1	0	4	-12	21	0.0	-1	-1	3.3	0.2	2.8
COc1ccc(CCn2c(O)c(C=NCc3ccc4c(c3)OCO4)c(=O)[nH]c2=O)cc1OC	·	-4	15	-13	-2.8	6	3	0.5	-1.9	-0.4
CCCCn1c(O)c(/C=N/N2CCOCC2)c(=O)[nH]c1=S	-1	2	2	1	0.7	-6	-2	-0.8	0.5	-0.2
CCN1CCN(Cc2nc3ccc([N+](=O)[O-])cc3c(=O)n2-c2ccccc2F)CC1	-1	2	4	-23	0.1	2	1	1.4	-1.8	1.5
COc1ccc(NC(=O)C2C3CCC(O3)C2C(=O)O)c(OC)c1 (stereo not given)	-5	-6	-11	-21	·	4	-1	0.8	-1.2	-0.7
CCC(=NCc1cccnc1)c1c(O)n(-c2ccccc2)c(=O)[nH]c1=O	1	·	·	·	·	·	·	0.8	-0.5	-1.1
CCCCC(=O)N/N=C/c1c(O)n(Cc2ccco2)c(=O)[nH]c1=O	-1	-5	7	-8	-0.5	0	0	2.2	0.3	1.2
CCOP(=O)(OCC)C(NC(=O)NC)C(N)=O (stereo not given)	2	-6	3	-5	-2.6	-4	2	1.0	0.9	-2.5
COC(=O)C1=C(c2ccccc2OCc2ccccc2)C[C@@H]2CC[C@H]1N2C(=O)NCc1ccc(N(C)C)cc1	-4	12	21	-14	-0.3	7	-12	1.3	3.6	0.5
O=c1c2ccccc2nc(CN2CCOCC2)n1-c1ccccc1F	1	-8	·	-7	-1.3	-2	1	1.2	2.8	0.2
N=c1sc2c(n1Cc1ccccc1)CCCC2	-1	0	3	0	-1.7	-5	0	1.5	4.0	3.4
O=C(c1cccs1)c1cn(Cc2ccccc2Cl)c2ccccc12	·	18	6	-14	-0.4	-5	-6	6.0	0.5	1.8
O=C(N/N=C/c1c(O)n(CCC2=CCCCC2)c(=S)[nH]c1=O)c1ccccc1	0	0	0	14	-0.8	3	17	3.5	1.4	-1.4
O=[N+]([O-])c1cc(Cl)c(O)c(-[n+]2c(-c3ccccc3)cc(-c3ccccc3)cc2-c2ccccc2)c1	1	3	3	7	·	5	13	-1.4	1.8	0.1

Copied from the list.
For DAGLB inh, CCCCn1c(O)c(/C=N/N2CCOCC2)c(=O)[nH]c1=S has -2
For CAL PDZ inh, CC(C)c1ccc(-n2c(O)c(/C=N/N3CCOCC3)c(=O)[nH]c2=S)cc1 has 0.0
For PfHsp90 set2, N=c1sc2c(n1Cc1ccccc1)CCCC2 has 3
For CAL PDZ inh, COc1ccc(CCn2c(O)c(C=NCc3ccc4c(c3)OCO4)c(=O)[nH]c2=O)cc1OC has -2.8

A different layout for two compounds above.
Compound,Wnt act,Tat transport,PfHsp90 set2,PvdQ acylase,CAL PDZ inh,Rtt109 HAT inh,DAGLB inh,AddAB inh,phage Ecoli inh,Ecoli viability
COc1ccc(CCn2c(O)c(C=NCc3ccc4c(c3)OCO4)c(=O)[nH]c2=O)cc1OC,·,-4,15,-13,-2.8,6,3,0.5,-1.9,-0.4
CCCCn1c(O)c(/C=N/N2CCOCC2)c(=O)[nH]c1=S,-1,2,2,1,0.7,-6,-2,-0.8,0.5,-0.2

Next structures
SMILES	Wnt act	Tat transport	PfHsp90 set2	PvdQ acylase	CAL PDZ inh	Rtt109 HAT inh	DAGLB inh	AddAB inh	phage Ecoli inh	Ecoli viability
CC(=O)c1ccc(NC2=NCCCS2)cc1	-2	-3	-3	6	-3.0	7	-8	0.9	2.5	-0.1
Nc1c(C(=O)OCC2CCCO2)c2nc3ccccc3nc2n1Cc1cccs1 (stereo not given)	·	11	9	-13	-1.6	-28	-4	1.3	2.7	-0.6
CCN1CCN(c2nc3ccccc3s2)CC1	21	-4	13	-4	-2.5	-5	-2	2.0	·	1.1
C=C1C(=O)OC2CC(C)C3C=CC(=O)C3(C)C(O)C12 (stereo not given)	·	-2	-16	-4	-0.3	3	2	·	·	·
Oc1cc2c(cc1CN1CCN(c3ccccc3)CC1)CCC2	-4	5	-10	15	-1.4	3	-6	2.8	5.1	-0.5
O=C(Cn1cnc2sc3c(c2c1=O)CCCC3)NCCC(=O)N1CCC2(CC1)OCCO2	-7	3	·	4	0.1	-1	0	2.1	1.6	-1.3
CC1(c2ccccc2)NCCN2C(=O)CSC21 (stereo not given)	-1	4	-38	-17	0.2	14	-1	-0.3	0.2	-0.7
O=C1NC(c2cc3ccccc3nc2Cl)Nc2ccccc21 (stereo not given)	-2	-7	-11	0	-0.3	8	1	1.0	2.6	2.3
CCc1c(C)nc(N)nc1N1N=C1SC(C(C)=O)C(C)=O	-1	1	·	-7	-0.8	6	-2	3.8	0.5	2.1
O=c1c2ccccc2nc(-c2ccccc2)n1-c1cccnc1	-6	4	-14	-9	-0.8	4	-2	-0.8	0.9	-1.0
CC(C)Nc1nc(Cl)nc(NC(C)C)n1	0	-3	-3	-2	-1.9	-9	-1	1.2	1.1	0.2
Cn1c(O)c(N=Nc2ccc(S(=O)(=O)N3CCOCC3)cc2)c(=O)n(C)c1=O	0	-8	-24	-7	-1.7	0	0	-0.1	5.7	1.3
Cc1c(C(c2ccc(Br)cc2)c2c(O)c3ccccc3oc2=O)c(=O)n(-c2ccccc2)n1C (stereo not given)	2	-2	-30	-9	-0.8	-9	0	-0.9	1.1	-3.0
Cc1cc(C(=O)OCC(=O)Nc2ccc(F)cc2F)c(C)n1C1CC1	-1	2	-15	-21	-2.5	-9	-9	2.2	2.1	-0.7
C=CCn1c(O)c(C(CC)=NCCc2ccccc2)c(=O)[nH]c1=O	-1	9	·	-7	2.0	6	3	-0.3	0.9	-1.8
